DYRK1A inh: blocks rat Dyrk1A kinase activity; Q63470; inhibition, % at 12.5 µM; 310,000 tested, 0.43% active; ADP-Glo luminescence, NFATc1 peptide; in the data active = inhibition above about 50%;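 note: plate controls were vehicle with enzyme for no effect and no enzyme for full effect; many of its hits are not listed in these tables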
GSK3B inh: inhibitors of human GSK3beta kinase. P49841. GST-GSK3beta kinase, ADP-Glo luminescence, 60 min; stronger effect = lower value. activity score (negative = inhibition), % at 10 µM. 300,000 tested, 0.038% active;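 active = more than half of replicate wells score below -50%, meaning over 50% inhibition versus plate controls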;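 note: 0% = median DMSO wells and -100% = median GW8510 positive control wells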
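Assay system: GST-fused GSK3beta enzyme, cell-free / Medium: Tris pH 7.5 buffer with MgCl2, DTT, BSA, heparin / Also added: peptide substrate plus 25 µM ATP (final) / Compound: 10 µM single point / Timing: kinase reaction with compound 60 min at room temperature / Detection: ADP-Glo luminescence / Benchmarks: DMSO neutral wells and GW8510 at 20 µM as positive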
HSF1 activator: increases HSF-1 driven luciferase reporter signal; NIH3T3-HGL HSF-1 luciferase reporter, MG132, 8 h; 100% = twice DMSO control signal; activation, % at 9 µM; 300,000 tested, 1.7% active;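 active = mean replicate activation of at least 50% with a set share of replicates each reaching 50%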;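 note: 0% = median of the neutral control wells and 100% = twice that signal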
GSK3A inh: inhibitors of human GSK-3 alpha kinase | inhibition, % at 10 µM | ADP-Glo luminescence, 60 min | AID 2650 | 320,000 tested, 0.1% active;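 in the data active = inhibition above about 50%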;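 note: GST-tagged GSK-3 alpha with peptide substrate and 25 µM ATP; 0% = DMSO neutral wells and 100% = GW8510 positive control wells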
Target sequence (P49840 whole entry, looked up): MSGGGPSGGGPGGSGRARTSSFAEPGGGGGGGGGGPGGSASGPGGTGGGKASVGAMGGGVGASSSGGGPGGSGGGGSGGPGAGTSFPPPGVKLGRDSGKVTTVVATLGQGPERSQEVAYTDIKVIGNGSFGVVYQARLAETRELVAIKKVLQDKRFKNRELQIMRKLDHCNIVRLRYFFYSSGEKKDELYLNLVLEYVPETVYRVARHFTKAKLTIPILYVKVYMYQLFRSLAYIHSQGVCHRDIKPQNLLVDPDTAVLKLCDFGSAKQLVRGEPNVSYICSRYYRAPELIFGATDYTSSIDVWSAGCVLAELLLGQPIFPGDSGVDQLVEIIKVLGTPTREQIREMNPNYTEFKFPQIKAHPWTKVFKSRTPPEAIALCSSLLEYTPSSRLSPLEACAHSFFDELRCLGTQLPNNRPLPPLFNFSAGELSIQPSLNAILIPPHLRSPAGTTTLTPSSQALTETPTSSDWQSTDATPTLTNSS
HDAC3 inhib: inhibitors of human histone deacetylase 3; recombinant HDAC3, fluorogenic peptide/trypsin coupled, fluorescence; inhibition, % at 8.3 µM; AID 2718; 320,000 tested, 0.15% active; O15379; in the data active = inhibition above about 26%, passing the limit was not always enough
Target sequence (O15379 whole entry, looked up): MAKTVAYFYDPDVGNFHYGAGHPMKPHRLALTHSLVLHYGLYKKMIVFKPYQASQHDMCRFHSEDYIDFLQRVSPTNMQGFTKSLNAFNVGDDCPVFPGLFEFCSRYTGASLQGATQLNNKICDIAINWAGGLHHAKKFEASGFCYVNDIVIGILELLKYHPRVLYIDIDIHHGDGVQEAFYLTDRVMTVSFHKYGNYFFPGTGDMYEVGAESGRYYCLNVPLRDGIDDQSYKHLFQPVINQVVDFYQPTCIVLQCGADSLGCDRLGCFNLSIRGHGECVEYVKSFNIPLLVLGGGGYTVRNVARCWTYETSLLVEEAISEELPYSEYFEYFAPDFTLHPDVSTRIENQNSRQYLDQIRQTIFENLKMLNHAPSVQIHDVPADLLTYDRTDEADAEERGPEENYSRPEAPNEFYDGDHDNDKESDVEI
Platelet DG rel: modulates dense granule release in human platelets; human platelet-rich plasma, SFLLRN dense granule ATP release, luminescence; inhibition, %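 (compounds screened at 7.5 µM in platelet-rich plasma)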; 300,000 tested, 0.22% active;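 active = mean replicate score, as percent of positive control, at or above 50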
HSF1 inhib: HSF1 inhibition; NIH3T3-HGL HSE-luciferase, MG132-induced, luminescence 8 h; stronger effect = lower value; activity change, negative = inhibition, % at 7.5 µM (by protocol); 300,000 tested, 0.77% active; AID 2098;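 active = more than half of replicate wells show activity change below -50%, luminescence cut by over half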;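 note: luciferase reports HSF-1 transcriptional activity via heat shock element; 0% = median of DMSO wells and -100% = zero luminescence signal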
HSP90 inh: HSP90 refolding inhibition in rabbit reticulocyte lysate. 290,000 tested, 0.91% active. luciferase refolding luminescence, 3 h. inhibition, % at 5.6 µM;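 active = inhibition above the screen-wide mean plus 3 SD, computed separately per campaign, cut at about 16% in these data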;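 note: 0% = DMSO wells and 100% = 60 µM geldanamycin wells; inhibitors lower the luminescence because luciferase stays unfolded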
AI-2 QS mod: modulates the Vibrio harveyi AI-2 quorum sensing system; 300,000 tested, 0.4% active; AID 2094; Vibrio harveyi JMH597 AI-2 luminescence/OD600 ratio, 9 h; stronger effect = lower value; strain lacks LuxN and CqsS sensors; 0 = neutral-control median; activity change, % at 7.5 µM; in the data active = activity change below about -75%, passing the limit was not always enough;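 note: luminescence divided by OD600 gain over 9 h not by final OD600 alone; inactives centre near 13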
PolyA inh: yeast polyadenylation inhibition | 300,000 tested, 0.02% active | AID 1875 | S. cerevisiae SKY197-pL101 polyadenylation reporter, beta-gal luminescence; efflux-impaired pdr1/pdr3 knockout yeast; score 100 = 6 SD above DMSO | calls only at 12 µM;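 active = lowest replicate activity score at least 50, where 100 means six control SD above control mean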;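 note: yeast exposed to compound for 9 h at 30 °C; higher score means more reporter readthrough which indicates perturbed polyadenylation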
* hit, by the source's call; i = inactive; . = no result given. Not all compounds are listed; count on the stated rates, not on these rows.

SMILES	AI-2 QS mod	DYRK1A inh	Platelet DG rel	GSK3B inh	PolyA inh	HDAC3 inhib	HSF1 activator	HSF1 inhib	GSK3A inh	HSP90 inh
CCOc1c2ccc(C(=O)NCc3ccc4c(c3)OCO4)cc2nn1CCOC	18	2	-4	2	i	-24	5	-4	.	1
COCCNC(=O)CN(Cc1ccc(Cl)cc1)S(C)(=O)=O	1	-3	2	-10	i	-4	-9	-1	-1	-1
CCOC(=O)N1CCN(C(=O)CCCCn2c(=S)[nH]c3ccsc3c2=O)CC1	11	.	-38	2	i	1	-2	-22	1	0
CCn1c(=O)c(C(=O)NNC(=O)c2ccc(Cl)cc2Cl)c(O)c2ccccc21	7	-1	10	-5	.	0	-3	-2	0	-2
CC(C)(C)OC(=O)NCCCC[C@H](NC(=O)c1nc[nH]c1C(=O)NC(c1ccccc1)c1ccccc1)C(=O)OC(C)(C)C	17	-7	1	0	i	-1	20	9	0	7
CCCCN(CCO)c1ncnc2sc(-c3ccccc3)cc12	-8	7	8	-1	i	-3	-15	-4	-2	3
COCc1nnc(NC(=O)c2c(-c3c(Cl)cccc3Cl)noc2C)s1	.	1	-4	.	i	-4	8	2	2	1
CCCc1cc(=O)[nH]c(SCC)n1	45	0	-14	0	i	4	1	-3	-2	4
CN(C)S(=O)(=O)c1ccc(C(=O)Nc2ccc(OCC(=O)N3CCOCC3)cc2)cc1	34	4	-2	2	i	0	-6	0	-1	-1
COc1ccc(NC(=O)CNC(=O)C23CC4CC(CC(C4)C2)C3)c(OC)c1	-5	3	6	7	i	-3	5	-1	-2	.
COC(=O)c1cccc(NC(=O)Nc2ccccc2OC)c1	7	13	19	-2	i	1	41	9	.	-4
Cc1ccc(-c2cc(=O)c3cc(F)ccc3[nH]2)cc1	3	4	-7	1	i	-2	18	6	-1	2
CCOC(=O)CCCSc1nc2sc3c(c2c(=O)[nH]1)CCC3	20	-5	4	1	i	-1	11	6	2	-1
Cc1ccc(CSc2nc3ccncc3[nH]2)cc1	-77*	2	26	-3	i	.	-24	-11	2	63*
Cc1ccc(C(=O)NNC(=S)NCC2CCCO2)cc1[N+](=O)[O-] (stereo not drawn)	3	-5	1	0	i	-2	1	-5	-4	0
CC1CCCCN1S(=O)(=O)c1ccc(C(=O)Nc2nnc(-c3ccncc3)o2)cc1 (stereo not drawn)	47	2	9	3	i	3	2	-2	-1	4
CC1CCC(C(C)C)C(OP(=O)(c2ccc(N(C)C)cc2)C(O)c2cccnc2)C1 (stereo not drawn)	8	.	-7	-1	i	6	-20	1	0	4
COC1(OC)N=C(N)C2(C#N)C(c3cccc(Oc4ccccc4)c3)C12C#N (stereo not drawn)	11	17	-73	0	i	9	-8	1	2	1
Cc1cc(C)nc(N2CCN(CC(=O)NCc3ccccc3)CC2)n1	-3	-2	-4	1	i	-5	-1	2	-3	-6
N#CCCCn1c(O)c(N=NC(=O)C(O)c2ccccc2)c2ccccc21 (stereo not drawn)	11	3	13	-10	i	-2	5	-5	14	0
Cc1ccc(CNC(=O)C2CCC(CNS(=O)(=O)c3cccc4cccnc34)CC2)cc1 (stereo not drawn)	-13	0	-4	-1	i	3	4	-1	1	-3
COCCn1c(N)c(C#N)c2nc3ccccc3nc21	75	25	-10	-7	i	-86	26	15	5	8
Cc1ccccc1CSc1nc2ccccc2c(=O)[nH]1	50	3	10	3	i	-11	15	18	-1	2
COc1c(C)cc(S(=O)(=O)NCc2ccccn2)c(C)c1C	-1	-6	6	0	i	-8	21	-3	1	2
CC(C)Sc1nnc([C@H](Cc2c[nH]c3ccccc23)NC(=O)OC(C)(C)C)o1	-5	5	1	1	i	6	10	4	0	0
O=C(OCC(=O)c1c[nH]c2ccccc12)c1cccc(O)c1	-38	2	-6	2	i	.	12	-2	.	-5
O=C(NCC1CCCO1)C(c1ccc(F)cc1)N(C(=O)Cn1nnc(-c2ccc(F)cc2)n1)c1cccc(O)c1 (stereo not drawn)	-3	.	11	1	i	6	27	4	-3	3
O=C(CSc1ncnc2c1oc1ccccc12)Nc1ccccc1C(F)(F)F	8	-7	1	2	i	5	3	-5	-1	-4
COc1ccc(/C=N/NC(=O)c2cccc([N+](=O)[O-])c2)cc1OC	22	0	10	2	i	-3	14	11	0	0
NC1=NC(=Nc2ccccc2)c2ccccc21	4	-5	0	-37	i	6	-9	-4	-2	2
O=C(NCC1CCCN1S(=O)(=O)c1cccs1)C(=O)Nc1ccccc1Cl (stereo not drawn)	28	11	2	0	i	2	1	3	0	.
CSc1ncccc1C(=O)NC1CCN(Cc2ccccc2)CC1	9	7	-7	3	i	6	-3	0	-1	2
NC(=O)NC(=O)COC(=O)CNS(=O)(=O)c1ccc(F)c(F)c1F	15	-6	-6	3	i	.	8	-2	-1	4
COc1ccc(OC)c(-n2cnc3cc(C(=O)NCCCN4CCOCC4)ccc32)c1	1	3	17	-3	i	-12	0	-1	-4	0
CC1(c2ccccc2)NC(=O)N(CC(=O)NC(=O)NC2CCCC2)C1=O (stereo not drawn)	-73	0	-4	-1	i	6	-1	0	-2	0
CC(C)OC(=O)C(C(=O)C(F)(F)F)c1cc(NS(=O)(=O)c2ccc3ccccc3c2)c2ccccc2c1O (stereo not drawn)	26	17	0	4	i	.	5	14	.	2
CC(C)NS(=O)(=O)c1cc(C(=O)O)ccc1Cl	-4	-9	2	-3	i	-7	-12	-6	-2	5
CC(=O)N1C(=O)N(C)C2C1N(C(C)=O)C(=O)N2C (stereo not drawn)	11	3	-1	2	i	11	-9	-9	0	-2
O=C(Cc1ccc(Cl)cc1)Nc1ccc(S(=O)(=O)N2CCOCC2)cc1	-43	-6	-4	0	i	4	15	7	-1	0
CN(C(=O)COC(=O)c1ccc[nH]c1=O)C1CCCCC1	8	-4	2	1	i	7	-1	3	-5	4
Cc1ccccc1C1N(c2nccs2)C(=O)C2CCCN21 (stereo not drawn)	-5	-1	7	-4	i	-7	-4	-3	.	-5
CSCCC(NC(=O)c1ccccc1Cl)C(=O)NC1CCN(Cc2ccccc2)CC1 (stereo not drawn)	7	-2	-5	0	i	2	12	2	-1	-1
COc1ccc(CNC(=O)C2CCC(CNS(=O)(=O)c3cccc4nsnc34)CC2)cc1 (stereo not drawn)	-16	-2	-12	-2	i	16	0	-8	-1	-3
CC(Sc1nc2scc(-c3ccccc3)c2c(=O)[nH]1)C(=O)NC(N)=O (stereo not drawn)	0	13	4	1	i	2	-2	-1	1	0
Cc1ccc(C(=O)COC(=O)C2CCC2)cc1	21	-2	-6	1	i	1	-20	-5	-2	3
CCOC(=O)c1sc(=S)n(-c2ccc(Cl)cc2)c1SC	19	.	-3	0	i	-3	7	5	-2	2
CC(C)(C)c1ccc(OCCC(=O)OCC(=O)NC2CCCCC2)cc1	24	-5	2	0	i	14	-7	-3	-4	.
COc1cc2c(-c3ccccc3)c(C)oc2cc1/C=N/NC(N)=S	4	2	7	3	i	-20	-10	-5	-2	.
CCN(CC)C(=O)N1CCN(S(=O)(=O)c2ccccc2)CC1	9	.	-3	-4	.	-2	-11	-5	-2	-4
Cc1cc(Cl)c2oc(C(=O)N(C)Cc3cc(C)[nH]n3)c(C)c2c1	0	-4	6	-4	i	2	5	7	0	-2

(further entries)
SMILES	AI-2 QS mod	DYRK1A inh	Platelet DG rel	GSK3B inh	PolyA inh	HDAC3 inhib	HSF1 activator	HSF1 inhib	GSK3A inh	HSP90 inh
CCOC(=O)c1oc2ccccc2c1NC(=O)c1cccc(OC)c1	-18	-8	-6	-1	i	-2	8	0	-3	-3
CC(NC(=O)Cc1ccc(F)cc1)C(c1cccs1)N1CCN(C)CC1 (stereo not drawn)	11	10	-7	4	i	9	-2	6	0	4
CCOc1cc2[nH]c(=O)n(Cc3ccccc3)c(=O)c2cc1OCC	32	2	-1	1	i	4	14	-6	-1	2
CCOC(=O)CCc1c(C)nc2c(c(C)nn2-c2ccc(C)cc2)c1C	21	-3	6	1	i	-3	1	-3	1	1
COC(=O)c1ccc(N=NN2CCCCC2)cc1	12	4	0	0	i	1	-5	0	0	0
CCCCc1nnc(NC(=O)CSc2nc(=O)cc(N)n2-c2ccccc2)s1	35	-9	1	0	i	2	6	14	-1	6
Cc1ccc(NC(=O)c2sccc2C)nc1	9	-4	52*	2	i	3	30	15	0	12
CN(C)c1ccc(CNS(=O)(=O)c2ccc3c(c2)C(C)(C)C(=O)N3C)cc1	12	2	18	-4	i	-6	15	3	-2	2
CSc1ccc(CN2CCC(Oc3ccc(C(=O)N4CCCC4)cc3)CC2)cc1	37	-1	3	-3	i	4	0	-5	2	0
COc1cccc(NC(=O)COC(=O)C2C3CC4OC(=O)C2C4C3)c1 (stereo not drawn)	-7	1	-1	2	i	2	-8	-10	0	5

Complete entries, quoted from the list. Values in the order: AI-2 QS mod, DYRK1A inh, Platelet DG rel, GSK3B inh, PolyA inh, HDAC3 inhib, HSF1 activator, HSF1 inhib, GSK3A inh, HSP90 inh
Shown for CCOC(=O)c1oc2ccccc2c1NC(=O)c1cccc(OC)c1 = -18, -8, -6, -1, i, -2, 8, 0, -3, -3
Shown for COc1cccc(NC(=O)COC(=O)C2C3CC4OC(=O)C2C4C3)c1 (stereo not drawn) = -7, 1, -1, 2, i, 2, -8, -10, 0, 5

Compound activity as filed in PubChem.
